Screening data deposited in PubChem BioAssay by National Center for Advancing Translational Sciences (NCATS).
EPAC1 agonist = qHTS for Agonist of cAMP-regulated guanine nucleotide exchange factor 3 (EPAC1): primary screen. EPAC1 agonist qHTS, biochemical assay; response scale: 100% = response to 6.5 mM cAMP. Potency, µM (series often up to 154 µM), for the others: at the top dose activation, usual class: activators. Rap guanine nucleotide exchange factor 3 (Homo sapiens), O95398. 360,000 tested, 0.073% active; note: potency is the fitted concentration of half-maximal effect; nearly all actives have a fitted effect of over 60% in size
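Read-out is the fluorescence drop as BODIPY-GDP leaves Rap1B (480 nm excitation, 540 nm emission), recorded every 5 minutes over 30 minutes. Reactions held 100 nM EPAC1, 250 nM Rap1B–BODIPY-GDP and 50 uM GDP, with 6.5 mM cAMP setting full activation.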
EPAC1 antag = qHTS for Antagonist of cAMP-regulated guanine nucleotide exchange factor 3 (EPAC1): primary screen | 360,000 tested, 0.14% active | Rap guanine nucleotide exchange factor 3 (Homo sapiens), O95398 | AID 720709, 2013 | Potency, µM (top dose mostly 115 µM), without a hit: at the top dose activity change, negative = inhibition, actives largely listed as inhibitors | EPAC1 GEF assay, Rap1b-BODIPY-GDP exchange fluorescence;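 note: potency is the fitted concentration of half-maximal effect; plate controls were vehicle for no effect and positive control for full effect; nearly all actives have a fitted effect of over 50% in size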
CCT chaperon mod = High-Throughput Screening for Modulators of Cytosolic Chaperonin Activity; purified chaperonin ATPase assay, HTRF ADP detection, 30 min; activity change, % (no concentration beside the values), hits read low; 360,000 tested, 0.3% active; in the data active = activity change below about -30%; note: % is set by controls: 0 for no effect and ±100 for the full control effect
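Enzyme 40 or 20 nM (batch-dependent) in Tris pH 7.4/KCl/MgCl2/DTT; cpd 76 uM single point; ATP 10 uM; 30 min 37 °C; Transcreener ADP HTRF detection, 30 min RT; ratio 665/615.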
IL2 activator = qHTS of IL-2 Activators. IL-2 activation reporter assay, cell-based qHTS; stimulated with anti-CD3/CD4/CD28 beads; in transgenic mouse T cells. activation, % (series mostly up to about 46 µM). 360,000 tested, 0.065% active. AID 652025, 2013; in the data active = activation above about 50%; inconclusive = mostly about 30% to 49%; note: 0% is about no effect
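EGFP and DsRed fluorescence is measured by plate cytometry in unstimulated transgenic mouse T cells exposed to compound for 60 minutes, then stimulated 18 hours at 37 degrees C with anti-CD3/anti-CD4 beads plus anti-CD28.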
EPAC2 ag = qHTS for Agonist of cAMP-regulated guanine nucleotide exchange factor 4 (EPAC2): primary screen; EPAC2 activation, biochemical qHTS; response scale: 100% = 6.5 mM cAMP response; Potency, µM (doses to about 154 µM), for inactives: top-dose activation, usual class: activators; 360,000 tested, 0.079% active; note: potency is the fitted concentration of half-maximal effect; nearly all actives have a fitted effect of over 50% in size
Target sequence (Q8WZA2 whole entry, looked up): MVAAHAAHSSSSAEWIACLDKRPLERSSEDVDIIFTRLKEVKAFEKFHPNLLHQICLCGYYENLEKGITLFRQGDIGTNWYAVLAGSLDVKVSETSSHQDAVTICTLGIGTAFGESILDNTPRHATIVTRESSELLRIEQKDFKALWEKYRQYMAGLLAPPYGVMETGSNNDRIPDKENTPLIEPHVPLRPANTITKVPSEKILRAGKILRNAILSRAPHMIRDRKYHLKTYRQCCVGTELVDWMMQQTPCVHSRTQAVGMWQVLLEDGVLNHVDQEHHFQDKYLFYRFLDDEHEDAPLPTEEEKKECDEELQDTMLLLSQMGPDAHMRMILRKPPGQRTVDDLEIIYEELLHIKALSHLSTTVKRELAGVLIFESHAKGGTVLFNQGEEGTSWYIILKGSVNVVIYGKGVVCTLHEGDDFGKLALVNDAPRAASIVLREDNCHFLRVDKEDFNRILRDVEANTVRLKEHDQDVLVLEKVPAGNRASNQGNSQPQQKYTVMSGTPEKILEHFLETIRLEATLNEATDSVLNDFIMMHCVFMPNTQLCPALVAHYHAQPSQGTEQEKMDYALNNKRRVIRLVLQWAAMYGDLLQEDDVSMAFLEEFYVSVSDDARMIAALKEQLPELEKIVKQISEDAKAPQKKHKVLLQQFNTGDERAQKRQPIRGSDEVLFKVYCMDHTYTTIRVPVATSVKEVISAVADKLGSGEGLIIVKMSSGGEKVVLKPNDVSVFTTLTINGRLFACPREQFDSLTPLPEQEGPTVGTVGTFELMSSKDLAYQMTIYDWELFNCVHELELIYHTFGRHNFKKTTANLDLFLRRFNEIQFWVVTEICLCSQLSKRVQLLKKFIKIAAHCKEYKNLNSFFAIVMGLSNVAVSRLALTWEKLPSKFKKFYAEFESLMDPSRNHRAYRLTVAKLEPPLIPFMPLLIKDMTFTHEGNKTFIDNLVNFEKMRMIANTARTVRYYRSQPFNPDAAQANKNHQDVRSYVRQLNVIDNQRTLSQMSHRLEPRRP
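qHTS, titration series. 100 nM EPAC2 / 250 nM Rap1B-BODIPY-GDP / 50 uM GDP; RT; ex 480/em 540 nm, 5-min reads to 30 min. Norm. to 6.5 mM cAMP = activation.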
PLK1 PBD inh = qHTS for Inhibitors of PLK1-PDB (polo-like kinase 1 - polo-box domain): Primary Screen; Plk1 PBD binding of FITC phosphopeptide, fluorescence polarization; Potency, µM, for the others: max response, negative = inhibition, most hits filed as inhibitors; 360,000 tested, 2.8% active; note: potency is the fitted concentration of half-maximal effect; series mostly up to about 57 µM; % is set by controls: 0 for no effect and ±100 for the full control effect; nearly all actives have a fitted effect of over 65% in size
WRN inhibitor = qHTS for Inhibitors of WRN Helicase. Bifunctional 3'-5' exonuclease/ATP-dependent helicase WRN (Homo sapiens), Q14191. WRN helicase unwinding, fluorescent forked duplex, kinetic. Potency, µM (top dose mostly 114 µM), without a hit: at the highest dose activity change, negative = inhibition, most hits filed as inhibitors. 360,000 tested, 0.46% active. AID 651768, 2012; note: potency is the fitted concentration of half-maximal effect; % is set by controls: 0 for no effect and ±100 for the full control effect; nearly all actives have a fitted effect of over 55% in size
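WRN at 20 nM final was preincubated with compound for 15 min at room temperature; reaction started with 100 nM forked duplex oligonucleotide carrying fluorophore and quencher plus 2 mM ATP (final). Unwinding followed kinetically by red fluorescence (ex 525/em 598 nm).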
PI5P4K alpha inh = qHTS for Inhibitors of phosphatidylinositol 5-phosphate 4-kinase (PI5P4K) | Phosphatidylinositol 5-phosphate 4-kinase type-2 alpha (Homo sapiens), P48426 | PI5P4Kalpha enzyme, ADP-Glo luminescence, 60 min; hits give low values | max response, % | 330,000 tested, 1.2% active; active = max response of -50% or lower; inconclusive = between -30% and -50%; inactive = -30% or higher; note: value at the top dose of about 77 µM; % is set by controls: 0 for no effect and ±100 for the full control effect
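Single end-point luminescence (ADP-Glo) quantified ADP from PI5P4Kalpha turnover; ATP 5 microM final, 1 h at RT, 0.1% CHAPS and 0.28 mM EGTA in HEPES pH 7.4.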
Active calls of the source: *; ? = inconclusive; · = not tested or not shown; [ ] = remark or other dose. Unless noted, calls come from the whole dose curve; as a rule, active = well fitted curve in the direction sought with a large enough effect; inconclusive = small, poorly fitted or top-dose-only effect, or another doubt; inactive = no such curve, though single readings can be large; an effect the other way counts as inactive or inconclusive. An excerpt; rates above refer to the full screens.

SMILES	EPAC1 agonist	EPAC1 antag	CCT chaperon mod	IL2 activator	EPAC2 ag	PLK1 PBD inh	WRN inhibitor	PI5P4K alpha inh
Cc1cc(C)cc(C(=O)NC(CC(N)=O)c2ccc(N3CCCCCC3)c([N+](=O)[O-])c2)c1 (stereo not drawn)	-16%	-25%	-4.0	-0.2	11%	1%	4%	2
CCc1ccc(/C(C)=N/NC(=O)c2c[nH]c3ccccc23)s1	2%	-14%	-1.6	3.8	5%	-10%	-6%	-7
Cc1c(C)c(C)c(C(=O)C2CCN(c3ccc([N+](=O)[O-])cn3)CC2)c(C)c1C	4%	3%	-1.3	2.4	3%	5%	-2%	2
Cc1ccccc1C(=O)c1cccn1CC(=O)O	-1%	-2%	-1.0	1.1	12%	-12%	0%	-21
O=C(COC(=O)c1cnc(Cl)c(Cl)c1)Nc1cccc(S(=O)(=O)N2CCOCC2)c1	5%	-1%	-2.0	-5.0	2%	-2%	-14%	-3
O=C(CCCSc1nnnn1-c1cccc2ccccc12)c1ccc(F)cc1	3%	-15%	-0.8	0.6	-4%	-5%	0%	3
COc1ccccc1NC(=S)N(CCCN(C)C)Cc1cc2cc3c(cc2[nH]c1=O)OCO3	-3%	-4%	-0.6	1.6	3%	-10%	16%	-2
COc1ccccc1N1CCN(C2CCCN(C(=O)c3cccc(-c4ccco4)c3)C2)CC1 (stereo not drawn)	-5%	-10%	-4.1	-6.2	3%	-11%	-26%	-7
O=C(NC(Nc1ncc(S(=O)(=O)c2ccc([N+](=O)[O-])cc2)s1)(C(F)(F)F)C(F)(F)F)c1ccc(Cl)cc1	4%	-24%	0.6	-0.6	-2%	0%	-25%	5
CCOC(=O)C1CCCN(C(=O)C(C)Oc2ccc(Cl)cc2Cl)C1 (stereo not drawn)	-2%	0%	-1.3	-3.4	4%	-1%	1%	·
CCc1ccc(C(=O)C(C)OC(=O)c2nn(C)c(=O)c3ccccc23)cc1 (stereo not drawn)	13%	-11%	-0.6	-0.3	3%	-15%	-20%	2
Cc1cccc(NC(=O)c2ncn3c2C(=O)N[C@H](C)C3)c1	-2%	10%	-0.4	-0.4	9%	-16%	7%	-3
Cc1cc(Cl)ccc1OCC(=O)Nc1nc(-c2cccs2)cs1	5%	11%	-0.1	6.2	5%	0%	-12%	1
CCC(C)(C)NC(=O)C(c1ccc(OC)cc1)N(C(=O)CCC(=O)Nc1cc(C)on1)c1ccccc1OC (stereo not drawn)	-13%	7%	-0.2	-0.8	-4%	4%	0%	-2
C=CC[C@H](CC(=O)N[C@H](CO)Cc1ccccc1)C(=O)N[C@H](COC(=O)[C@@H](CC=C)CC(=O)OC(C)(C)C)Cc1c[nH]c2ccccc12	-28%	-5%	-3.5	-0.3	-15%	5%	-1%	20
Cc1ccc(N2C(=O)N(CC(=O)Nc3cc(F)ccc3C)C(=O)C2C)cc1 (stereo not drawn)	6%	9%	-0.6	-1.4	6%	2%	1%	7
COc1ccc(S(=O)(=O)N(CC(=O)NCc2ccncc2)c2cc(C)cc(C)c2)cc1OC	3%	7%	-1.4	-2.4	7%	-6%	7%	3
Cc1ccc2nc(N(CCCN(C)C)C(=O)c3ccc(S(=O)(=O)N(C)C)cc3)sc2c1	1%	2%	-1.9	-0.5	1%	0%	4%	0
COc1ccc(CCn2c(N3CCOCC3)nc3c2c(=O)[nH]c(=O)n3C)cc1	12%	4%	-3.0	-2.2	14%	-8%	1%	·
C[C@H]1CN([C@@H](C)CO)C(=O)CCCn2nncc2CO[C@@H]1CN(C)Cc1ccc2c(c1)OCCO2	-9%	-14%	-0.5	1.2	17%	-12%	-2%	0
CC(C(=O)NC(C)(C)C)N(C(=O)CS(=O)CC(=O)Nc1ccc(F)cc1)c1ccccc1F (stereo not drawn)	1%	7%	-0.4	-2.5	-2%	-6%	-6%	5
COc1ccc(-c2cc(C(=O)N/N=C/c3sccc3C)c3ccccc3n2)c(OC)c1	-3%	-5%	-0.2	-1.1	10%	-3%	9%	2
O=C(Nc1ccccc1O)N1c2ccccc2Sc2ccccc21	11%	-5%	-1.0	1.0	21%	-5%	-10%	6
O=C(O)c1ccccc1NCc1ccco1	-7%	-1%	0.4	-2.1	1%	-3%	2%	-9
N=c1oc2ccc(Cl)cc2cc1C(=O)Nc1ccc(F)cc1	2%	-5%	-0.4	6.0	7%	1%	-1%	-8

By substructure, those above containing two or more sulfur atoms.
SMILES	EPAC1 agonist	EPAC1 antag	CCT chaperon mod	IL2 activator	EPAC2 ag	PLK1 PBD inh	WRN inhibitor	PI5P4K alpha inh
O=C(NC(Nc1ncc(S(=O)(=O)c2ccc([N+](=O)[O-])cc2)s1)(C(F)(F)F)C(F)(F)F)c1ccc(Cl)cc1	4%	-24%	0.6	-0.6	-2%	0%	-25%	5
Cc1cc(Cl)ccc1OCC(=O)Nc1nc(-c2cccs2)cs1	5%	11%	-0.1	6.2	5%	0%	-12%	1
Cc1ccc2nc(N(CCCN(C)C)C(=O)c3ccc(S(=O)(=O)N(C)C)cc3)sc2c1	1%	2%	-1.9	-0.5	1%	0%	4%	0

The list continues.
SMILES	EPAC1 agonist	EPAC1 antag	CCT chaperon mod	IL2 activator	EPAC2 ag	PLK1 PBD inh	WRN inhibitor	PI5P4K alpha inh
CC1(C)Cc2c(c(N3CCOCC3)nc3snc(NC(=O)c4ccccc4)c23)CO1	-2%	8%	-0.3	0.2	3%	-3%	10%	1
COC(=O)c1ccc(COc2ccccc2/C=N/NS(=O)(=O)c2ccccc2)cc1	11%	-11%	-2.2	-3.0	0%	-5%	-2%	·
CC(=O)c1ccc2c(c1)N(Cc1ccccc1)C(=O)C(C)S2 (stereo not drawn)	-7%	-12%	-5.0	-0.2	4%	1%	-7%	0
CC(SCC(=O)Nc1ccccc1Br)c1nc2ccccc2c(=O)[nH]1 (stereo not drawn)	3%	-1%	0.3	-0.4	-1%	4%	-13%	4
CC1CCN(C(=O)C(C)c2ccc([N+](=O)[O-])cc2)CC1 (stereo not drawn)	-10%	8%	-1.9	-0.8	1%	1%	6%	0
O=S(=O)(NCc1ccccn1)c1cc(C(F)(F)F)ccc1Cl	-5%	-12%	-4.1	1.0	8%	1%	-6%	3
CC1(c2ccccc2Cl)NC(=O)N(CC(=O)Nc2ccc(N3CCCCC3)cc2)C1=O (stereo not drawn)	?	-4%	-5.9	-0.1	3%	-1%	0%	-6
CCc1nc2ccc(Cc3ccc4nc(CC)[nH]c4c3)cc2[nH]1	-8%	0%	-0.4	-0.4	-1%	2%	7%	1
Cc1ccc(NC(=O)CN2C(=O)NC(C)(C)C2=O)cc1S(=O)(=O)N1CCCCCC1	0%	0%	-4.3	0.9	6%	-7%	-3%	2
CC1CCc2c(sc(NC(=O)c3ccc(-c4ccccc4[N+](=O)[O-])o3)c2C#N)C1 (stereo not drawn)	10%	9%	0.7	0.3	10%	-6%	-20%	·
COC(=O)C(Cc1ccccc1)N1CCS(=O)(=O)CC1 (stereo not drawn)	1%	13%	-3.7	-5.4	12%	-12%	15%	4
COc1cc([N+](=O)[O-])cc2cc(C(=O)NC(C)(C)C)c(=O)oc12	8%	9%	0.1	-0.9	-4%	-3%	-16%[57.1 µM]	-3
O=C1c2ccccc2/C(=C\C#Cc2ccccn2)N1c1ccccc1	14%	-10%	0.3	-0.5	16%	-3%	-8%	20
Cc1cc(C(=O)COC(=O)COc2ccccc2C#N)c(C)n1CC1CCCO1 (stereo not drawn)	3%	6%	-0.3	0.0	0%	4%	4%	1
O=C(O)c1ccccc1C(=O)Nc1ccc(Br)c(C(F)(F)F)c1	2%	-19%	0.5	0.4	5%	-7%	1%	-1
COCCn1nnnc1C(c1ccccn1)N1CCN(c2cc(C)ccc2C)CC1 (stereo not drawn)	11%	3%	-2.3	-1.8	12%	-18%	-7%	·
COc1cc2c(cc1OC)C(C(=O)NCc1ccco1)C1c3ccccc3CCN1C2=O (stereo not drawn)	14%	10%	-8.5	0.4	9%	-10%	2%	·
O=C(NC1CCCC1)C1C2C=CC(C2)C1C(=O)N1CCOCC1 (stereo not drawn)	4%	-1%	-0.7	4.4	10%	-4%	-5%	0
CCOc1ccccc1N1CCN(C(=O)CN2C(=O)NC3(CCCC3)C2=O)CC1	-2%	-5%	-1.6	2.9	4%	3%	4%	1
O=C(c1ccc(NS(=O)(=O)c2cccc3cccnc23)cc1)N1CCCCC1	-15%	-17%	-0.8	0.6	7%	-6%	8%	0
COc1ccc(C(=O)Cn2nnc(-c3ccccc3-n3cnnn3)n2)cc1	2%	2%	0.7	-3.0	1%	-7%	0%	·
CCC(C)c1ccc2oc(-c3ccc(NC(=O)c4ncn[nH]4)cc3)nc2c1 (stereo not drawn)	-7%	-6%	-0.6	-0.6	9%	-9%	-4%	·
Cc1nn(C)c(Oc2ccc(Cl)cc2)c1C=O	6%	0%	-2.3	-2.4	8%	-7%	4%	-8
O=[N+]([O-])c1cccnc1N1CCC(c2cc(-c3cccc(C(F)(F)F)c3)n[nH]2)CC1	16%	-27%	-2.8	-0.2	2%	-20%	-10%	3
CCC1CCCCN1CCCNC(=O)c1ccc(CS(=O)(=O)c2ccccc2OC)o1 (stereo not drawn)	2%	1%	1.3	-2.5	-1%	0%	2%	0
CCCCCc1nnc(NC(=O)C2CCCO2)s1 (stereo not drawn)	-6%	3%	0.4	0.4	1%	?	-1%	·
COC(=O)Cc1cc(=O)n2[nH]c(C)nc2n1	0%	-10%	-9.1	-1.8	-9%	2%	-4%	-1
O=C(Nc1nnc([C@@H]2C[C@H](O)[C@@H](CO)O2)s1)c1c(F)cccc1F	-10%	9%	1.7	1.2	5%	4%	2%	-1
Cc1cnn(Cc2cccnc2)c1N	4%	1%	-4.6	2.0	5%	-10%	-6%	4
CC(OC(=O)CNC(=O)c1ccc(Cl)cc1)C(=O)NC1CCCCC1C (stereo not drawn)	0%	-14%	-2.4	-0.4	1%	-3%	-4%	2
